NCF1 inh: p47phox (human) inhibition; 220,000 tested, 0.53% active; P14598; inhibition, % at 24.7 µM; p47phox/p22phox peptide binding, fluorescence polarization, 2 h;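 active means inhibition above about 30%, limit read from the data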;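 further: 0% = p47phox with labelled peptide and 100% = labelled peptide alone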
TbHK1 inh: T. brucei hexokinase 1 inhibition; inhibition, % at 10 µM; recombinant TbHK1, G6PDH-coupled NADH A340; 220,000 tested, 0.11% active;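 active means inhibition of 50% or more in the single-dose primary screen; inactive means inhibition below 50%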
EBV gp42 block: EBV gp42 inhibition. Q1HVG2. Fluorescence polarization binding assay, mP read-out. inhibition, % (tested at 21.74 µM). 220,000 tested, 0.42% active. AID 1085; in the data active means inhibition above about 50%
Target sequence (Q1HVG2 whole entry, looked up): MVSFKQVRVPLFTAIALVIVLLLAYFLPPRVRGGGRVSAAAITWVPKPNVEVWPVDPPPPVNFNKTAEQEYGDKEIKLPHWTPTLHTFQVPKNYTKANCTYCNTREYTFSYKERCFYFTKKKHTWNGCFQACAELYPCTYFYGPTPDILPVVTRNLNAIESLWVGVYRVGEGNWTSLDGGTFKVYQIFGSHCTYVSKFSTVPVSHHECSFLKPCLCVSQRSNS
Runt-SMMHC FRET: blocks binding of human RUNX1 Runt domain to CBFb-SMMHC; AID 1434; inhibition, % at 20 µM; Cerulean-Runt/Venus-CBFb-SMMHC FRET ratio 530/480, 1 h; Q01196+Q13951; 220,000 tested, 0.74% active;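 active means mean inhibition across duplicate retests at 20 µM reaching about 50%, limit read from the data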;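 further: 0% = DMSO wells and 100% = wells with excess untagged CBFb-SMMHC; inhibitors lower the FRET ratio by blocking Runt binding to CBFb-SMMHC; some results filed as inactive read as strong as hits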
Hck Nef HTS: inhibitors of human Hck kinase activated by Nef | P08631 | Recombinant Hck-YEEI plus Nef, Z-Lyte FRET kinase assay | inhibition, % at 20 µM | 220,000 tested, 0.68% active;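 active means Hck-Nef kinase inhibition above about 50%, limit read from the data; inactive means inhibition below that limit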;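 further: 0% = DMSO with Hck plus Nef and 100% = Hck alone without Nef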
Target sequence (P08631 whole entry, looked up): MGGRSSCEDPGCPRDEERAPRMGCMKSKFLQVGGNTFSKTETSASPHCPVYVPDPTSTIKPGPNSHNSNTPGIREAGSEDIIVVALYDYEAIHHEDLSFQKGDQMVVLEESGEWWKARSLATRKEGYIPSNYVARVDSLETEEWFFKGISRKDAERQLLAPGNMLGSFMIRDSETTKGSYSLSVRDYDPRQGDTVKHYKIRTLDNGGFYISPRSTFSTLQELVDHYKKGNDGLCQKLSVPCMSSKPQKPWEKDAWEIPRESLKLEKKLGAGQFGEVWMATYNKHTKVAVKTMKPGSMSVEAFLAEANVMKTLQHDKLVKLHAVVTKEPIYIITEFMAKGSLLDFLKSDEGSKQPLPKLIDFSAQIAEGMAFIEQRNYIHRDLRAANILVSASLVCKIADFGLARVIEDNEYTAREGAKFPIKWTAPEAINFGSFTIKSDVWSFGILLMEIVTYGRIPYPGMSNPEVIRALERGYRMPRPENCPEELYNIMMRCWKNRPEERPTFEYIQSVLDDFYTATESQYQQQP
MDM2 E3 inh: blocks human Mdm2 ubiquitin ligase activity; Q00987; cell-based MDM2 ubiquitination luciferase reporter, 2 h; 0 = plate control, 100 = twice control, blank-subtracted; signal enhancement, % at 5 µM; 210,000 tested, 0.11% active; AID 1230;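 active means signal enhancement of 30% or more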;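 further: luminescence tracks abundance of the self-degrading MDM2-luciferase fusion protein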
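Test system: mammalian cells stably expressing self-ubiquitinating, self-degrading MDM2 E3–luciferase fusion; Amount: 2000 cells in each well; Medium: DMEM; Schedule: 4 h settle plus 2 h compound, 37 °C; Technique: SteadyLite luciferase luminescence after 15 min room-temperature reagent incubation; Benchmarks: plate control and blank wells.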
Runt-CBFb FRET: Runt domain-CBFb interaction inhibition; Q01196+Q13951; Cerulean-Runt/Venus-CBFb FRET ratio 530/480, 1 h; inhibition, % at 20 µM; 220,000 tested, 0.46% active;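 active means inhibition over about 50% at 20 µM in the single-dose screen, limit read from the data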;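 further: 0% = DMSO wells and 100% = excess unlabeled CBFb competitor control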
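Assay system: Cerulean-Runt domain / Medium: Tris 50 mM pH 7.5, KCl, K2SO4, 0.01% BSA / Timing: protein complex preformed 1 h, compound exposure 1 h, room temperature, dark / Measured by: FRET, excitation 422 nm, emission at 530 and 480 nm / Evaluation: loss of energy transfer signal / Control set: 5 µM unlabeled CBFb as full-inhibition high control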
zVAD death inh: L929 zVAD cell death inhibition. 220,000 tested, 0.38% active. L929 zVAD necroptosis rescue, ATP luminescence, 24 h; with zVAD 60 µM. viability rescue, % at 10 µM;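 active means activation, scaled between plate controls, above about 75%, limit read from the data; inactive means activation under that limit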;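 further: 0% = zVAD with DMSO and 100% = DMSO alone without zVAD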
14-3-3 Bad PPI: disrupts binding of bovine 14-3-3 zeta to phospho-Bad peptide; TR-FRET 14-3-3zeta/Dy647-pBad peptide displacement, 1 h; inhibition, % at 21.7 µM; 220,000 tested, 0.71% active; AID 781;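 active means inhibition above about 70%, limit read from the data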;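 further: 0% = full 14-3-3 plus peptide FRET controls and 100% = background without 14-3-3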
Target sequence (P63103 whole entry, looked up): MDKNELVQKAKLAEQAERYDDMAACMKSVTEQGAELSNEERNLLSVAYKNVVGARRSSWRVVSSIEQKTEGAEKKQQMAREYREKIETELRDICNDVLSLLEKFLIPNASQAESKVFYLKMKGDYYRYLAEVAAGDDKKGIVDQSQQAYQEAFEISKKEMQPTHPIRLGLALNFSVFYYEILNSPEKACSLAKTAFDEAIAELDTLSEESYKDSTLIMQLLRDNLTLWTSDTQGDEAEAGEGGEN
* = called active by the depositor; / = no result given; [ ] = remark or other dose.

Values in the order: NCF1 inh | TbHK1 inh | EBV gp42 block | Runt-SMMHC FRET | Hck Nef HTS | MDM2 E3 inh | Runt-CBFb FRET | zVAD death inh | 14-3-3 Bad PPI
> COc1ccc(OC)c(Cc2nnc(CCC(=O)N3CCC(N4CCCCC4)CC3)o2)c1
    -24 | 11 | 3 | -1 | 5 | -16 | -1 | -0.6 | 6
> O=C(O)C1CCN(C(=O)c2cc(F)cc3c2OCOC3)CC1
    -6 | -8 | -1 | -2 | 15 | -7 | -1 | 0.2 | -18
> CCOC(=O)c1sc(=S)n(C)c1NC(=O)c1ccccc1C
    -4 | -22 | -28 | 14 | -1 | -2 | 46 | 1.1 | 16
> CCn1nccc1C(=O)Nc1ccc(Cl)c(Cl)c1
    -20 | 3 | -14 | -3 | 6 | / | -2 | 0.3 | -2
> N#Cc1ccc(-c2csc(NC3=NCCCCC3)n2)cc1
    -11 | 7 | -8 | 1 | 4 | 8 | -6 | 1.9 | 12
> Cc1cc(-c2nnc(SCC(=O)Nc3nccs3)o2)no1
    -15 | -1 | 6 | -2 | 24 | / | 0 | -0.2 | -4
> CCCNS(=O)(=O)c1ccc(CCC(=O)N2CCC(C)CC2)cc1
    3 | 1 | -2 | 0 | -21 | -8 | 1 | -0.2 | 7[fluorescence artefact?]
> C/C(=N\NC(=O)c1ccc(C)cc1C)c1ccc2c(c1)OCO2
    5 | -6 | -15 | 5 | 1 | -7 | 3 | 1.7 | -28
> Cc1cccc(Nc2ncnc(N)c2[N+](=O)[O-])n1
    -4 | -10 | 6 | 0 | 10 | -1 | 1 | 2.1 | -3
> COc1ccc(OC)c(N2Cc3ccccc3C2)c1
    -8 | 0 | 2 | -5 | 4 | -2 | 0 | 0.5 | -9
> COc1ccccc1CNC(=O)C1CCCN1S(=O)(=O)c1cccc2cccnc12 (centres undefined)
    -6 | -8 | -12 | -3 | -2 | -16 | 1 | 0.6 | 5
> O=C(O)COc1ccc(/C=N/n2c(COc3ccccc3)nc3ccccc3c2=O)cc1
    -8 | -8 | 10 | 1 | 2 | -13 | 1 | 1.0 | 2[fluorescence artefact?]
> O=[N+]([O-])c1ccc(O)c(/C=N/Nc2nc3ccccc3[nH]2)c1
    -9 | -10 | 3 | 4 | 2 | / | 0 | 28 | -7
> Cc1cc(NC(=O)C2CCCN2C(=O)Nc2cccc(Cl)c2)ccc1-n1cnnn1 (centres undefined)
    -9 | -6 | -16 | / | 27 | -26 | / | -0.1 | -8
> COc1cccc(NC(=O)[C@H](C)NC(=O)C2CCN(S(=O)(=O)c3ccc(C)cc3)CC2)c1
    -5 | 7 | -8 | 0 | 26 | -13 | 3 | 0.2 | -9
> CCCCCCCC[n+]1cccc2c3ccccc3ccc21
    21 | -12 | -28 | 9 | 23 | -57 | -2 | 6.2 | 8
> COc1ccc(NC(=O)c2cc(S(=O)(=O)N3CCCCC3)ccc2N2CCCCC2)cn1
    -4 | -8 | -5 | 1 | -6 | 7 | -4 | 0.3 | 12[fluorescence artefact?]
> Cn1c(=O)c2c(ncn2CCC(=O)N/N=C/c2cccnc2)n(C)c1=O
    -4 | -10 | -8 | -2 | 7 | -10 | 0 | 0.3 | -15
> COc1ccc(/C=C2\SC(=S)N(CC(=O)NCCO)C2=O)cc1
    / | -14 | -9 | 6 | 0 | -8 | 2 | 0.2 | -8
> CCCCNC(=S)NC(=O)c1ccc([N+](=O)[O-])cc1
    -1 | 3 | -21 | -1 | 1 | -24 | -3 | 0.1 | -4
> COc1ccc(CN2C(=O)CCC2(C)C(=O)NC2CCCCCC2)cc1 (centres undefined)
    6 | 6 | 2 | 7 | 2 | -8 | 1 | 0.1 | 6
> Cc1sc(NC(=O)c2ccc(=O)n(C)n2)nc1-c1ccccc1
    / | -20 | -10 | 0 | 8 | -1 | 0 | -1.1 | -4
> CCC(c1nnnn1Cc1cccs1)N1CCN(C2CCCC2)CC1 (centres undefined)
    -5 | -6 | -12 | 0 | 1 | 3 | -1 | -0.3 | 64
> CCCCC(=O)Nc1ccc2c(c1)C(=O)NC2=O
    -2 | -14 | -17 | -2 | 0 | -8 | 2 | 0.7 | 1
> COc1ccc(C)cc1N(CC(=O)Nc1cccnc1)S(=O)(=O)c1ccccc1
    -3 | -2 | -14 | -1 | 21 | -2 | -2 | 6.6 | 1
> Cc1ccccc1NC(=O)/C(=C\c1cccs1)NC(=O)c1ccco1
    -25 | -22 | -12 | 1 | 0 | -21 | -1 | -0.5 | -12
> O=[N+]([O-])c1ccc(OCCO)nc1
    -6 | -17 | -7 | -1 | 12 | -4 | 0 | 0.1 | 5
> CCC1CCc2c(sc(NC(C)=O)c2C#N)C1 (centres undefined)
    -9 | 11 | -15 | 1 | 4 | 4 | -6 | 0.1 | -15
> CCOc1ccc(NC(=O)Nc2ccc(Cc3ccncc3)cc2)cc1
    -4 | -6 | -17 | -10 | 4 | -9 | -6 | 75 | 0
> CCOC(=O)c1cc2c(ccn2C)n1CC(=O)N1C(C)CCCC1C (centres undefined)
    6 | -21 | -3 | -21 | 17 | 1 | 23 | 5.7 | -5

A second format for 4 compounds above.
CCCCCCCC[n+]1cccc2c3ccccc3ccc21
  NCF1 inh = 21; TbHK1 inh = -12; EBV gp42 block = -28; Runt-SMMHC FRET = 9; Hck Nef HTS = 23; MDM2 E3 inh = -57; Runt-CBFb FRET = -2; zVAD death inh = 6.2; 14-3-3 Bad PPI = 8

COc1ccc(NC(=O)c2cc(S(=O)(=O)N3CCCCC3)ccc2N2CCCCC2)cn1
  NCF1 inh = -4; TbHK1 inh = -8; EBV gp42 block = -5; Runt-SMMHC FRET = 1; Hck Nef HTS = -6; MDM2 E3 inh = 7; Runt-CBFb FRET = -4; zVAD death inh = 0.3; 14-3-3 Bad PPI = 12[fluorescence artefact?]

Cn1c(=O)c2c(ncn2CCC(=O)N/N=C/c2cccnc2)n(C)c1=O
  NCF1 inh = -4; TbHK1 inh = -10; EBV gp42 block = -8; Runt-SMMHC FRET = -2; Hck Nef HTS = 7; MDM2 E3 inh = -10; Runt-CBFb FRET = 0; zVAD death inh = 0.3; 14-3-3 Bad PPI = -15

COc1ccc(/C=C2\SC(=S)N(CC(=O)NCCO)C2=O)cc1
  NCF1 inh = /; TbHK1 inh = -14; EBV gp42 block = -9; Runt-SMMHC FRET = 6; Hck Nef HTS = 0; MDM2 E3 inh = -8; Runt-CBFb FRET = 2; zVAD death inh = 0.2; 14-3-3 Bad PPI = -8

Looked up by structure from above, 2 records:
Values in the order: NCF1 inh | TbHK1 inh | EBV gp42 block | Runt-SMMHC FRET | Hck Nef HTS | MDM2 E3 inh | Runt-CBFb FRET | zVAD death inh | 14-3-3 Bad PPI
> CCCCNC(=S)NC(=O)c1ccc([N+](=O)[O-])cc1
    -1 | 3 | -21 | -1 | 1 | -24 | -3 | 0.1 | -4
> COc1ccc(CN2C(=O)CCC2(C)C(=O)NC2CCCCCC2)cc1 (centres undefined)
    6 | 6 | 2 | 7 | 2 | -8 | 1 | 0.1 | 6

New compounds follow:
Values in the order: NCF1 inh | TbHK1 inh | EBV gp42 block | Runt-SMMHC FRET | Hck Nef HTS | MDM2 E3 inh | Runt-CBFb FRET | zVAD death inh | 14-3-3 Bad PPI
> CCOC(=O)C(/C=C(\C#N)C(=O)OCC)=C(/N)N1CCN(c2ccccc2)CC1
    -4 | -83 | -1 | -1 | -2 | -2 | 2 | -0.4 | -7[fluorescence artefact?]
> S=C(NCCCN1CCOCC1)NCCCN1CCOCC1
    -4 | 5 | -9 | 23 | 11 | -6 | 50* | -0.3 | 4
> COc1ccccc1COCC(O)CNCC1(N2CCCCC2)CCCCC1 (centres undefined)
    -6 | 9 | -8 | 1 | -2 | -7 | 0 | 0.5 | 62[fluorescence artefact?]
> CN(CCCOc1ccccc1Br)Cc1ccccc1
    -7 | 3 | -7 | -3 | -2 | -8 | -2 | -0.4 | 2
> Cc1cc2c(nn1)CCC/C2=N\O
    -9 | 4 | -3 | 2 | -1 | 2 | 0 | 0.1 | -2
> CNC(=S)Nc1ccc(C)cc1
    -11 | 6 | -11 | -2 | 7 | -15 | 1 | 0.3 | -4[fluorescence artefact?]
> COC(=O)C1=C(C)N(C)C(C)=C(C(=O)OC)C1c1cccc(Br)c1
    -12 | -8 | -9 | 2 | -1 | 1 | -2 | -0.5 | 22
> CNC(=S)NCCC(c1ccccc1)c1ccccc1
    -15 | -1 | -3 | 4 | 1 | -2 | 0 | 0.0 | -12
> Cc1n[nH]c(=S)n1/N=C/c1ccc(OCc2ccc(Cl)cc2Cl)cc1
    -8 | 28 | -2 | -9 | 3 | -5 | -1 | 0.6 | -30[fluorescence artefact?]
> Cc1ccc(F)cc1NC(=O)c1ccc2c(c1)OCO2
    1 | -4 | -11 | 1 | 0 | 2 | 1 | 0.0 | 5
> COc1cccc(C2CC(c3ccc(Cl)cc3Cl)Nc3nc(N)nn32)c1 (centres undefined)
    -9 | -8 | -16 | -1 | 0 | -10 | -1 | -0.7 | -12
> CCOC(=O)c1c(C)oc2c(CC(=O)c3ccccc3)c(Cl)c(O)c(O)c12
    -9 | 35 | -33 | 20 | 16 | -6 | 21 | 1.2 | 6
> CCOC(=O)C1CCCN(Cc2nc(N)nc(Nc3ccccc3)n2)C1 (centres undefined)
    -22 | 3 | -9 | 0 | 6 | -3 | 1 | -0.1 | -4
> COC(=O)c1ccccc1NC(=O)Cn1cc2c(n1)CCC(C)C2 (centres undefined)
    -9 | 0 | -7 | 3 | 2 | -8 | -2 | 0.1 | -18
> CCOc1ccc(C(C)(O)CN2CCOCC2)cc1 (centres undefined)
    -3 | -4 | -15 | 2 | -1 | -20 | -1 | 0.2 | 39
> Cc1c(N(C(=O)CNC(=O)c2ccccc2)C2(C(=O)NC3CCCCC3)CCCCC2)c(=O)n(-c2ccccc2)n1C
    -4 | -2 | -1 | -1 | 3 | -2 | 0 | 0.4 | -3
> CCCC(=O)Nc1nnc(SCC(=O)NCc2cccs2)s1
    -3 | 3 | -21 | -1 | 0 | 13 | / | -0.2 | 5
> CC1CC(C)CN(C(=S)NC2CCCCC2)C1 (centres undefined)
    6 | 1 | -3 | 0 | 4 | -5 | 0 | -0.1 | 4
> Nc1c(N2CCCCC2)c2ccccc2oc1=O
    -6 | -8 | -1 | -2 | 25 | -2 | 1 | 2.0 | -19
> COC(=O)c1cc2ccccc2c(-c2c(OC)c(C(=O)OC)cc3ccccc23)c1OC
    -6 | 0 | -6 | -4 | -1 | -40 | -2 | 0.1 | 4
> COC(=O)c1c(C)nc(C)c(C(=O)OC)c1-c1ccc(OC)c(OC)c1
    0 | -14 | 1 | 3 | 19 | -10 | 0 | -0.3 | -2
> O=C(CC1Sc2ccccc2NC1=O)OCC(=O)N1CCc2ccccc21 (centres undefined)
    -24 | -2 | -37 | 0 | 0 | -8 | -2 | -0.2 | -2[fluorescence artefact?]
> Nc1nc2n(n1)C(c1cccc(Cl)c1)CC(c1ccc(F)cc1)N2 (centres undefined)
    -16 | -11 | -20 | 0 | 2 | -15 | 1 | 0.2 | -4
> C=CCn1c(SC2CCOC2=O)nc2sc(C)c(C)c2c1=O (centres undefined)
    -7 | -12 | -10 | 10 | 8 | 2 | -5 | 0.2 | -13
> COc1ccc2ccccc2c1C1CC(=O)N2CN(C)CSC2=C1C#N (centres undefined)
    9 | -8 | -18 | 32 | 0 | -16 | 22 | -0.1 | 27
> Cc1cccc2c1CC(C)(C)N=C2C1=C(O)CCCC1=O
    -12 | -5 | -9 | -2 | 0 | -13 | 2 | 0.0 | -15

Screening results (PubChem)
